MRP1 act – H69AR viability gain despite doxorubicin, primary screen, MRP-1 activator project, H69AR cells, CellTiter-Glo | viability rescue | viability increase, % at 10 µM | 140,000 compounds, 0.61% hits | AID 799, 2007;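 active = viability gain under doxorubicin at or above a set limit, the compound median plus 3 SD, cut at about 4.7% in these data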;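 also: MRP-1 overexpressing cells given doxorubicin 25 µM after compound pretreatment; 18-22 h compound pretreatment then 72 h with doxorubicin before readout; 0% = doxorubicin-only wells and 100% = vehicle-treated cells without doxorubicin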
GALR2 antag – GALR2 antagonists in receptor-expressing cells, primary screen; antagonist mode; inhibition, % at 4 µM; 140,000 compounds, 0.39% hits; AID 828, 2007; in the data active = inhibition above about 27%;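 also: cells stimulated with galanin 1-16 at roughly its EC80; 0% = agonist challenge control and 100% = basal control without agonist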
Target sequence (O43603 whole entry, looked up): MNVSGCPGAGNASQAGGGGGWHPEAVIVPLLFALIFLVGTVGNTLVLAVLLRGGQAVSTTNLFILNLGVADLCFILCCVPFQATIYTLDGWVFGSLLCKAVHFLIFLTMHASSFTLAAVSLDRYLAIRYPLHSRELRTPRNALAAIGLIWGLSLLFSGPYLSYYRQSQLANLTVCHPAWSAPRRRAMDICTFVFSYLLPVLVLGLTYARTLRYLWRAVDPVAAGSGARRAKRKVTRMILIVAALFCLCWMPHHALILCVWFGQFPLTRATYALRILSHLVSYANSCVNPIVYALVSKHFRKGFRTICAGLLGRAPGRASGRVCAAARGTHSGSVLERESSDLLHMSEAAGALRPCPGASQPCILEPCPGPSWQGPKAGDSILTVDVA
HCT116 bCat-KO – primary screen for growth suppressors in beta-catenin knockout HCT116 cells (colon tumor, human); viability, % at 10 µM; 140,000 compounds, 1.5% hits; HCT116 beta-catenin knockout viability, CellTiter-Glo, 60 h; stronger effect = lower value;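 active = viability at or under a set limit, the compound median less 4 SD, cut at about 6% in these data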;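 also: 0% = Hyamine 1622 control at 20 µM and 100% = untreated cell control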
E-sel TNF inh – E-selectin induction blockers in HUVEC – imaging, immunofluorescence, high content, primary screen; HUVEC TNFa-induced E-selectin immunofluorescence; inhibition, % at 2 µM; 120,000 compounds, 0.71% hits; AID 1246, 2008;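 active = inhibition above the batch mean plus 3 SD, and confirmed as a hit on visual image review, cut at about 43% in these data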;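 also: 0% = TNF-stimulated DMSO wells and 100% = unstimulated control wells; not every result past the cut was called active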
BB579 growth dn – growth inhibitors of yeast BB579 in restrictive medium, primary screen, yeast lifespan-shortening project, S. cerevisiae | OD615, 48 h | inhibition, % at 10 µM | 140,000 compounds, 0.51% hits | AID 804, 2007;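 active = inhibition above a set limit, 3 SD over the mean compound inhibition, cut at about 44% in these data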; also: inactives centre near -24
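Test system: Saccharomyces cerevisiae DeaD strain BB579, replicative lifespan model yeast | Buffer or medium: Restrictive CSMM-D medium | Doses: One dose, 10 µM compound with 0.25% DMSO | Incubation: 48 h exposure, 30 °C | Detection: Culture absorbance at 615 nm | Control set: Amphotericin B at 10 µg/mL as positive control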
Measles CPE – compounds protecting cells from measles virus cytopathic effect, primary screen, measles RdRp inhibitor project, single point, MLSMR library, absorbance | Measles virus-infected cells, CPE protection | protection (pct of control), % at 4 µM | 140,000 compounds, 1.5% hits; in the data active = protection mostly above about 24%, no sharp cut-off; inactive = mostly below about 26%; also: some compounds called inactive have numbers as strong as hits
Yeast lifespan up – compounds extending yeast replicative lifespan, primary screen, S. cerevisiae, OD615. S. cerevisiae growth with nicotinamide; deaD strain in restrictive glucose medium. inhibition of the nicotinamide effect, % at 10 µM. 130,000 compounds, 0.68% hits. AID 775, 2007;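 active = inhibition above a set limit, placed 3 SD over the median of all compounds, cut at about 26% in these data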;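 also: 0% = nicotinamide-treated wells and 100% = cells grown without nicotinamide; some compounds called inactive have numbers as strong as hits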
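Assay system: DeaD-strain S. cerevisiae. Medium: CSMM-D glucose medium, restrictive. Reagent: nicotinamide, 1.5 mM, co-present with compound. Compound: 10 µM single point, 0.25% DMSO. Schedule: culture preincubation 4 h, compound exposure 48 h, both 30 °C. Detection: absorbance at 615 nm.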
NPY Y2 blocker – NPY-Y2 receptor antagonists, primary screen, cell-based. NPY-Y2 expressing cells, antagonist mode. 140,000 compounds, 0.99% hits. AID 793, 2007. Neuropeptide Y receptor type 2 (Homo sapiens), P49146. inhibition, % at 2.7 µM; in the data active = inhibition above about 17%;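 also: 0% = vehicle with agonist challenge and 100% = reference antagonist with challenge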
Target sequence (P49146 whole entry, looked up): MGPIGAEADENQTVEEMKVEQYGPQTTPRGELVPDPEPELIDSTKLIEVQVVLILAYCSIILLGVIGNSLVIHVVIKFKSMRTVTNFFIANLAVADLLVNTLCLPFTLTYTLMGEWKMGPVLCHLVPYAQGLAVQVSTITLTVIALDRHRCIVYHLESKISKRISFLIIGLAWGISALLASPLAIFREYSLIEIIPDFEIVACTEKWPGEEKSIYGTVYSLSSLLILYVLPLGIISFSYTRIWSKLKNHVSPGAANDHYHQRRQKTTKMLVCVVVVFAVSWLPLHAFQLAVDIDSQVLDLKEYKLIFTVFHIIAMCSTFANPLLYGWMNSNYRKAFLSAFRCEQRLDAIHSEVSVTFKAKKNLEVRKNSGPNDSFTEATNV
HCT116 PTEN-null – growth suppression of PTEN-null HCT116, primary screen, cell-based, CellTiter-Glo | HCT116 PTEN-null viability, 60 h; stronger effect = lower value | viability, % at 10 µM | 140,000 compounds, 1.2% hits;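 active = viability at or below a set limit, 4 SD under the median of all tested compounds, cut at about 3.7% in these data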;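 also: PTEN knockout HCT116 line with beta catenin targeted HCT116 as companion control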
Phagocyt inh – inhibitors of macrophage phagocytosis, primary screen, imaging, J774A.1 cells, IgG beads | J774A.1 macrophage IgG-bead phagocytosis | inhibition, % at 5 µM | 110,000 compounds, 0.07% hits | AID 1029, 2008;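 active = inhibition above the mean of the plate negative controls plus 5 SD, cut at about 13% in these data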;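 also: phagocytic index as fraction of beads internalized from green versus red external bead signal; plate controls were DMSO negative control for no effect and cytochalasin-D positive control for full effect; some results beyond the cut were filed as inactive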
* = called active by the depositor; · = no result given.

SMILES	MRP1 act	GALR2 antag	HCT116 bCat-KO	E-sel TNF inh	BB579 growth dn	Measles CPE	Yeast lifespan up	NPY Y2 blocker	HCT116 PTEN-null	Phagocyt inh
NC(=S)N/N=C/c1cc([N+](=O)[O-])ccc1OCCOc1ccccc1	-2.2	1	91	-4	-38	4	7	7	93	-1
CN1C(=O)NC(NC(=O)c2ccncc2)(C(F)(F)F)C1=O (stereo not given)	-0.5	7	98	0	-62	4	0	1	108	0
CCS(=O)(=O)c1ccc2oc(SCC(=O)NC3CCCC(C)C3C)nc2c1 (stereo not given)	-0.8	-11	59	0	-21	19*	-8	4	71	3
CCCN1C(=O)SC(CC(=O)Nc2ccc(Br)cc2)C1=O (stereo not given)	3.1	2	83	-2	-23	10	-27	-1	77	-2
CSc1ccccc1NC(=O)Nc1cccc(Cl)c1	-0.4	7	74	-4	8	6	-13	-1	71	0
CCOC(=O)c1cc(-c2ccc(Cl)s2)nc2c1c(C)nn2C	0.5	4	13	15	-10	1	-22	5	15	0
CCCCOC(=O)CSCC(=O)Nc1cc(C)on1	0.1	2	93	16	0	10	-6	0	102	·
CCn1c(Cc2ccccc2)nnc1SCC(=O)Nc1ccc(C)cc1	-2.7	-12	92	19	-15	9	·	0	104	·
CC(C)[C@H](NC(=O)[C@H](CCCN=C(N)N)NC(=O)NC(Cc1ccccc1)C(=O)O)C(=O)NC(C=O)CCCN=C(N)N (stereo not given in full)	2.8	2	98	·	-37	9	2	-1	103	·
C=CCc1cccc(/C=C/c2cc(=O)c3ccccc3[nH]2)c1O	1.9	5	87	·	-22	2	2	-1	83	4
O=C1NCCN1C(=O)c1ccccc1F	-0.3	0	99	·	-8	19	0	5	93	-4
CC(CCc1ccccc1)NC(=O)COc1ccc(S(=O)(=O)N2CCOCC2)cc1[N+](=O)[O-] (stereo not given)	-4.5	-9	72	·	-33	7	1	-1	74	0
O=C(NCc1ccccc1)C1CCCN(S(=O)(=O)c2cccnc2)C1 (stereo not given)	-1.0	2	100	4	-47	1	-7	0	114	4
COc1ccc(N2C(=O)CS/C2=C\[N+](=O)[O-])cc1	-4.0	4	86	-14	-16	5	-18	3	82	1
Cc1cc(-c2ccccc2)nc(N/N=C/c2ccc([N+](=O)[O-])cc2)n1	2.5	9	69	·	12	5	-6	0	64	-10
CCC(=O)Nc1cccc(Br)c1	1.5	2	99	-9	-31	10	-16	1	101	-1
Cc1c(C#N)c2ncn(Cc3ccccc3)c(=O)c2n1-c1ccccc1	-2.3	-4	92	-3	-43	15	-7	1	83	-1
C/C(N)=C(/C#N)C(=O)CSc1nnc(-c2ccccc2Br)o1	-4.1	0	86	-10	-32	2	-2	3	90	2
Cc1ccc(C)c(-n2nnnc2SCC(=O)NCCC2=CCCCC2)c1	-1.1	-4	88	11	-32	5	8	7	88	-1
COCCN(Cc1cc2cc3c(cc2nc1Cl)OCO3)C(=O)Nc1ccccc1OC	-2.2	5	80	·	-44	9	0	2	78	-5
Cn1cccc1CC(=O)N/N=C\c1cccs1	-0.6	4	104	23	12	4	-11	2	97	-2
CCC(C(=O)NC1CCCC1)N(C(=O)Cn1nnc(-c2ccc(C)cc2)n1)C1CCCC1 (stereo not given)	-1.3	2	80	-14	-4	5	·	2	89	·
Cc1cc(S(=O)(=O)n2cnc3ccccc32)c(C)cc1Cl	-2.5	0	94	-7	9	7	9	8	97	·
C#CCSc1nc2[nH]ncc2c(=O)[nH]1	-2.1	-16	90	45	-37	3	1	1	91	-5
Cc1cc(N2CCN(C3CCCCC3)CC2)n2nc(C)nc2n1	-0.8	1	102	-16	-34	2	1	0	101	·

Other entries
SMILES	MRP1 act	GALR2 antag	HCT116 bCat-KO	E-sel TNF inh	BB579 growth dn	Measles CPE	Yeast lifespan up	NPY Y2 blocker	HCT116 PTEN-null	Phagocyt inh
Cc1nn(C)cc1CNC(=O)c1ccc(Br)o1	-0.7	8	98	·	-14	7	-5	0	93	-1
C/C(=N/NC(=O)c1cccc(C)c1)c1c(O)cc(C)oc1=O	-1.3	5	87	2	10	4	·	2	80	·
CCCc1nc(NCc2ccncc2)c2nnn(Cc3ccccc3F)c2n1	-2.0	1	1.9*	11	-43	2	-5	2	3.2*	·
O=C(CN1CCC(n2nnc3cc(F)ccc32)CC1)NC1CC1	-1.9	5	96	·	-18	6	-5	2	96	0
CC(C)CCn1cnc2c(NCc3ccccc3)ncnc21	0.1	-6	87	7	19	7	-15	5	83	0
Cc1noc(C)c1S(=O)(=O)N1CCCC(C(=O)NCC2CCCO2)C1 (stereo not given)	0.1	0	99	·	-23	12	1	-1	98	-4
Cc1cccc(N2C(=N)SCC2=O)c1C	-2.5	-7	103	·	-18	13	3	-1	94	-9
COc1ccc(Cn2ccnc2)cc1[N+](=O)[O-]	-1.1	7	96	-3	-3	11	3	2	91	·
Cc1c(C(=O)N2CCc3ccccc32)oc2c1C(=O)CC(C)(C)C2	-1.0	-2	92	4	-45	17	0	11	95	-2
Cc1c(C(=O)Nc2ccccc2-c2ccccc2)cccc1[N+](=O)[O-]	-2.3	-4	84	39	-27	5	-17	3	83	-5
Cc1ccc(CSc2nc3c(c(=O)[nH]2)C(c2ccncc2)C2=C(CCCC2=O)N3)cc1 (stereo not given)	-1.0	5	89	20	-33	7	-3	5	82	-1
COCC(C)NC(=O)COc1ccc(Cl)cc1Cl (stereo not given)	0.2	-7	86	-17	-16	2	-7	0	95	·
CC(=O)c1nn(-c2cccc(Cl)c2)cc1C(=O)c1ccco1	-3.0	-1	87	9	-15	10	-16	4	77	·
CCCCNc1nnc(SCC(=O)N2CCN(S(=O)(=O)c3ccc4ccccc4c3)CC2)s1	-2.3	-3	55	·	-66	5	-9	-1	62	-2
O=C(CN1C(=O)CCC1=O)Nc1nc(-c2ccc(Oc3ccccc3)cc2)cs1	0.5	-3	89	0	-44	6	-2	-1	89	-4
Cc1ccccc1Cn1cnc2c(cnn2C(C)(C)C)c1=O	-2.2	5	75	-1	-20	0	-13	2	74	·
Cc1ccc[n+](CC(=O)/C=C2\N(C)c3ccccc3C2(C)C)c1	-1.4	-14	16	0	-58	7	11	2	18	-1
CC(C)Cn1c(SCC(=O)c2ccc(Cl)s2)nnc1-c1ccco1	-2.3	-22	84	9	-5	6	-16	8	101	0
CCCSc1nc(O)c(C2OC(=O)c3c2ccc(OC)c3OC)c(=O)n1-c1ccccc1 (stereo not given)	0.3	2	92	-69	-53	4	-3	2	104	0
CCOC(=O)c1ccc(NC(=O)Cn2nnc(-c3ccc(F)cc3)n2)cc1	-1.4	10	90	-16	-51	10	-6	7	101	1
CN1CCN(C(=O)c2ccc(C(C)(C)C)cc2)CC1	1.8	6	102	-25	1	13	-11	1	117	-1
Cc1nc(NC(=O)c2ccccc2)sc1Cc1ccc2c(c1)OCO2	-3.2	10	58	-7	-6	3	-6	5	54	2
COc1cc(C(=O)N2CCC(C(=O)Nc3cccc(C(C)=O)c3)CC2)cc(OC)c1OC	-3.0	9	92	-64	-35	4	-5	1	100	0
CC(=O)Nc1cc2ccc(OC(C)=O)cc2oc1=O	-2.5	·	99	·	11	26	-12	·	90	0
CN(C)c1ccc(C(CNC(=O)c2ccccc2Br)c2c[nH]c3ccccc23)cc1 (stereo not given)	-3.0	4	71	-11	-17	26	5	0	63	·

Later entries:
SMILES	MRP1 act	GALR2 antag	HCT116 bCat-KO	E-sel TNF inh	BB579 growth dn	Measles CPE	Yeast lifespan up	NPY Y2 blocker	HCT116 PTEN-null	Phagocyt inh
Cc1ccc(NC(=O)C2CC(=O)N/C(=N/N=C/c3ccco3)S2)cc1C (stereo not given)	-2.1	-4	96	·	-24	7	-1	2	70	-11
CN(C(=O)c1ccccc1)c1ccc(OCC(=O)NC2CCS(=O)(=O)C2)cc1 (stereo not given)	-0.4	-8	96	-26	-26	12	-6	1	106	1
O=C1N(CC(=O)N2CCc3ccccc32)CCN1Cc1ccccc1Cl	-1.5	-5	91	-2	-41	14	-10	5	85	0
CCc1nn(C(C)C(=O)NC(C)CCc2ccco2)c(=O)c2cc3occc3n12 (stereo not given)	-4.4	1	83	·	-13	21	-20	3	89	-1
O=[N+]([O-])c1ccc(/C=N/Nc2nc(N3CCCCCC3)nc(N3CCCCCC3)n2)o1	-6.8	9	49	4	-43	32	·	-3	32	·
CCc1ccc(/C=N/NC(=O)C(=O)NCCCN2CCOCC2)cc1	0.9	6	91	·	-27	5	4	0	97	·
Cc1ccccc1OCC(=O)OCC(=O)c1ccc(-c2ccccc2)cc1	-0.5	0	101	·	-37	11	10	3	105	-8
Cc1csc(OCC(=O)Nc2ccc(C)c(C)c2)n1	-4.0	12	94	-79	-9	9	-1	-1	94	0
CCOc1ccc2nc(NS(=O)(=O)c3ccc(NC(C)=O)cc3)sc2c1	-0.4	-8	95	·	-85	26	2	1	95	-1
CCOC(=O)c1c(/N=C/c2cccc(C)c2O)sc2c1CCN(C)C2	-2.7	8	88	-7	-30	3	-1	6	93	-6
Cc1nc(C)n(CC(O)COc2ccc(C(=O)c3ccccc3)cc2)n1 (stereo not given)	-1.0	4	75	-23	-21	13	-13	-2	69	2
COc1ccc(N2CSC3=C(C#N)C(c4cccc(OC)c4OC)CC(=O)N3C2)cc1 (stereo not given)	-5.3	1	78	2	-3	4	-4	1	87	·
O=C(Nc1nc(-c2ccccc2)cs1)C1COc2ccccc2O1 (stereo not given)	3.3	-13	81	6	-14	28	-15	11	81	1
COc1ccc(S(=O)(=O)Nc2ccccn2)c(C)c1C	1.9	6	88	-19	-19	6	-11	-1	98	3
CCn1c(SCC(=O)N2CCCC2)nc2ccccc2c1=O	-0.9	2	106	·	-49	23	-4	2	111	·
COc1ccc(-c2csc(N(CCCN3CCOCC3)C(=O)c3ccco3)n2)cc1	-2.1	-4	58	-26	-9	5	-19	18*	59	-1
CCCCn1c(SCC(=O)c2ccccc2)nc2c1c(=O)[nH]c(=O)n2C	-2.0	0	50	4	-86	16	26	2	52	·
CCN(CC)CC(=O)N1N=C(c2cccs2)CC1c1ccco1 (stereo not given)	-0.2	0	87	-4	-8	4	-6	2	80	-1
CSc1nnc(C)c(/C=C/Nc2ccc(F)cc2)n1	-4.6	3	88	-1	-29	34	-19	-1	89	·
COc1ccc(N2CC(C(=O)Nc3ccccc3C(=O)NCc3ccco3)CC2=O)cc1 (stereo not given)	-2.6	-8	95	12	-1	35*	-6	1	100	3
Cc1sc2nc(SCC(=O)NCc3ccco3)n(Cc3ccccc3)c(=O)c2c1C	-4.8	-18	63	7	-39	7	-9	5	64	4

Compound activity from PubChem.
